Assay outcomes from PubChem BioAssay.
hcGAS lum – blocks human cGAS activity; Q8N884; recombinant h-cGAS, ATP depletion, Kinase-Glo luminescence; inhibition, % at 12.5 µM; actives 0.081% (n = 290,000); AID 1259398;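 also: 0% = vehicle reaction and 100% = reaction without DNA for no activity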
Target sequence (Q8N884 whole entry, looked up): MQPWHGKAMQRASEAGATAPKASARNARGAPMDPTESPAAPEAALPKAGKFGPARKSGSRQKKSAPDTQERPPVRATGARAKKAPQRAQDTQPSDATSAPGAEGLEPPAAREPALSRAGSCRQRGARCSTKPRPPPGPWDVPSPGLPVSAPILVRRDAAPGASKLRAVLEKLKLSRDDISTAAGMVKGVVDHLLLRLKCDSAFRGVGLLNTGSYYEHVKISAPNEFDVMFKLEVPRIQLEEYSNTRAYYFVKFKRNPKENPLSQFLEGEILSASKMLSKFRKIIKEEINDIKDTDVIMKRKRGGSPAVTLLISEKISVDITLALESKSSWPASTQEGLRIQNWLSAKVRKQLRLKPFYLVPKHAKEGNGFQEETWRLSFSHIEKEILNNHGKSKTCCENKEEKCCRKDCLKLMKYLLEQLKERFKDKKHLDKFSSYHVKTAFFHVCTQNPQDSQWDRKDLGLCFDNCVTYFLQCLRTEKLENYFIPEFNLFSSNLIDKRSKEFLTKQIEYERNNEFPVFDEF
mcGAS inh – inhibitors of mouse cGAS. Q8C6L5. recombinant cGAS, Kinase-Glo ATP depletion luminescence. inhibition, % at 12.5 µM. actives 0.15% (n = 160,000). AID 1259399;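 also: 0% = negative control wells and 100% = reference inhibitor with no enzyme activity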
NPYLR7 ag – mosquito NPYLR7 agonism; HEK293T NPYLR7/Galpha15, GCaMP6s calcium fluorescence; activation, % at 10 µM; actives 0.15% (n = 270,000); in the data active = activation above about 40%;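 also: 0% = vehicle and 100% = reference agonist at the receptor; some compounds past the cut are filed as inactive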
* hit, by the source's call; / = not tested or not shown; & = joins results of further samples. Rule as the data show it, unless noted: active = inhibition above about 40%; inactive = the rest. Compounds were not picked by outcome; about 0.27% have a hit in one of these screens.

Results follow in this order: hcGAS lum | mcGAS inh | NPYLR7 ag
[1] CN(Cc1cc2n(n1)CCNC2)CC1CCN(c2ccccc2)C1 (configuration not stated)
→ -10 | / | 5
[2] CC(C(=O)N1CCn2nc(C(=O)Nc3ccccc3)cc2C1)n1cncn1 (configuration not stated)
→ -6 | -10 | 5
[3] O=C(CN1CCN(C(=O)CN2CCCCC2)CC1)Nc1cccc(F)c1
→ -5 | / | 0
[4] O=C(CN1CCN(S(=O)(=O)c2ccc(F)c(F)c2)CC1)NC1CCCCCC1
→ -5 | -9 | 7
[5] COc1cc2c(cc1OC)CN(C1CCCN(Cc3ccc4cccc(F)c4n3)C1)CC2 (configuration not stated)
→ 2 | / | 10
[6] CCc1nc2ccc(C(=O)NCCCN(C)C)cn2c1N(C)C=O
→ -1 | -1 | 2
[7] COc1ccccc1-c1cc(C(=O)NCc2ccco2)n2nc(C(C)(C)C)cc2n1
→ -5 | -4 | 15
[8] CCc1ccccc1OCCN(C)C(=O)CC1C(=O)N(C)C(=O)N1C (configuration not stated)
→ 3 | / | 13
[9] CN(C)C(CC(=O)Nc1ccc(Nc2ccccc2)cc1)C(=O)O (configuration not stated)
→ -4 | -8 | 12
[10] O=C(CCOc1ccccc1)Nc1ccnn1C1CCN(Cc2ccc(CO)o2)CC1
→ -7 | / | -1
[11] CCC1CN(CCCn2ccnc2C)CCC(=O)N1Cc1ccccc1 (configuration not stated)
→ -3 | -11 | /
[12] O=C(Nc1ccc(F)cc1)N1CCC(Cc2ccc(F)cc2)CC1
→ -2 | -3 | -3
[13] CCCc1nnc2sc(-c3ccc[nH]3)nn12
→ -4 | / | 2
[14] CCn1c(SCC(=O)c2ccc(Br)s2)nnc1-c1cccs1
→ -7 | / | 6
[15] COc1ccc(-c2cc(C(=O)N3CCC4(CC3)OCCO4)n3nc(C(C)(C)C)cc3n2)cc1
→ -10&-3 | -9&-5 | 8&-16

Complete entries as entered above. Screens in order: hcGAS lum	mcGAS inh	NPYLR7 ag
CN(C)C(CC(=O)Nc1ccc(Nc2ccccc2)cc1)C(=O)O (configuration not stated) as listed: -4	-8	12
O=C(CCOc1ccccc1)Nc1ccnn1C1CCN(Cc2ccc(CO)o2)CC1 as listed: -7	/	-1
CCC1CN(CCCn2ccnc2C)CCC(=O)N1Cc1ccccc1 (configuration not stated) as listed: -3	-11	/
COc1ccc(-c2cc(C(=O)N3CCC4(CC3)OCCO4)n3nc(C(C)(C)C)cc3n2)cc1 as listed: -10&-3	-9&-5	8&-16

Given with one line to a screen: part of the list above.
(9) CN(C)C(CC(=O)Nc1ccc(Nc2ccccc2)cc1)C(=O)O (configuration not stated)
(10) O=C(CCOc1ccccc1)Nc1ccnn1C1CCN(Cc2ccc(CO)o2)CC1
(11) CCC1CN(CCCn2ccnc2C)CCC(=O)N1Cc1ccccc1 (configuration not stated)
(12) O=C(Nc1ccc(F)cc1)N1CCC(Cc2ccc(F)cc2)CC1
(13) CCCc1nnc2sc(-c3ccc[nH]3)nn12
(14) CCn1c(SCC(=O)c2ccc(Br)s2)nnc1-c1cccs1
assay / entry	9	10	11	12	13	14
hcGAS lum	-4	-7	-3	-2	-4	-7
mcGAS inh	-8	/	-11	-3	/	/
NPYLR7 ag	12	-1	/	-3	2	6

Next part:
Results follow in this order: hcGAS lum | mcGAS inh | NPYLR7 ag
[16] CCNc1ccnc(-c2cccc3[nH]ccc23)n1
→ -1 | -18 | 0
[17] O=[N+]([O-])c1ccc(C2Nc3ccc(Br)cc3C(c3ccccc3)O2)cc1 (configuration not stated)
→ -2 | / | 9
[18] CC(C)NC(=O)c1cccc(NC(=O)CC2SC(N3CCCCC3)=NC2=O)c1 (configuration not stated)
→ -6 | / | -1
[19] CCOC(=O)c1ccc2c(c1)nc(SCc1cccc(C#N)c1)n2Cc1ccccn1
→ 3 | 1 | 4
[20] COc1ccc(C2=N/C(=C\C(C)=C\c3ccccc3)C(=O)O2)c(Cl)c1
→ -7 | -5 | -10
[21] O=C(OCc1cccc(F)c1F)c1c[nH]c2ccccc12
→ -6 | / | -10
[22] COc1cccc(OCc2nc(C(=O)NCc3cccnc3)cs2)c1
→ -7 | -5 | 9
[23] COc1ccc(C(=O)CSc2nnc(-c3cccs3)n2-c2cccc(C)c2)cc1
→ -7 | -10 | -1
[24] CSc1nc2ncc(-c3ccccc3)c(N)n2n1
→ 1 | -5 | -3
[25] CN1CCC(Cc2noc(-c3cccc(-n4cnnc4)n3)n2)CC1
→ -4 | / | -5
[26] CCCN(CC#N)C(=O)c1cnc(Cc2ccc(F)cc2)s1
→ -6 | / | 1
[27] O=C(CN1CCC(C(=O)c2ccc3c(c2)OCCO3)CC1)NC1CCCC1
→ -8 | / | 11
[28] CCCCN1CCc2ccc(NC(=O)CN(C)S(=O)(=O)c3cccs3)cc21
→ 0 | / | 6
[29] CC(C)CN1CCC(CNC(=O)c2ccc(-c3cccnc3)nc2)C1 (configuration not stated)
→ -9 | -12 | -4
[30] CCOC(=O)C1=C(C)N(C)C(=O)C1CC(=O)O (configuration not stated)
→ -3 | -2 | 8
[31] CCCCc1ccc(-c2nc(C=Nc3cccc(C)c3)c(O)o2)cc1
→ -7 | -7 | -5
[32] COc1ccccc1C(NC(=O)C1CCN(Cc2ccc(Oc3ccccc3)cc2)CC1)c1ccccn1 (configuration not stated)
→ -4 | -3 | -7
[33] CC1(Cc2cccc(C(F)(F)F)c2)C(=O)Nc2cc(-c3ccccc3Cl)ccc21 (configuration not stated)
→ 0 | -3 | 2
[34] Cc1cccc2oc(=O)n(C3CCN(C(=O)C(C)Oc4ccccc4)CC3)c12 (configuration not stated)
→ 0 | -5 | 20
[35] O=C1C(=Cc2ccccc2)C(=O)N(c2ccccc2)C(=S)N1c1ccccc1
→ -5 | -2 | 2
[36] Cc1c(C(=O)Nc2ccc(NC(=O)CN3CCOCC3)cc2)oc2ccc(Cl)cc12
→ -1 | / | 2
[37] CCCn1c(SCc2cc(=O)n3ccsc3n2)n[nH]c1=O
→ -4 | -5 | 2
[38] Cc1ncsc1CCN(C)Cc1cnc(N)nc1
→ -4 | / | 5
[39] COc1ccccc1N1C(=O)C2C3C=CC(CO)(O3)C2C1=O (configuration not stated)
→ -4 | -6 | 0
[40] Cn1c(=O)[nH]c(=O)c2c1nc(SCc1ccc(F)cc1)n2CCCc1ccccc1
→ -5 | -7 | 2
[41] CCc1nc(C)c(C(=O)N(C)Cc2snnc2C)o1
→ -4 | / | 2
[42] Cc1ccccc1-c1ncc(CN2CCCC2Cn2cccn2)s1 (configuration not stated)
→ -5 | -12 | -4
[43] O=C(O)/C(=C/c1ccc(Br)cc1)c1ccc(S(=O)(=O)N2CCCC2)s1
→ -1 | -9 | -2
[44] Cc1nc2n(n1)C(=O)C(C(c1ccc(Br)cc1)N1CCc3ccccc3C1)S2 (configuration not stated)
→ 1 | / | 16
[45] O=C(Nc1ccccc1OCC(F)(F)F)C1CCOCC1
→ -13 | / | 2
[46] C#CCOCC(O)CN(Cc1cccc(Cl)c1)CC1CC(c2ccccc2Cl)=NO1 (configuration not stated)
→ -1 | -3 | -3
[47] Cc1ccc(S(=O)(=O)N(CC(=O)N(CCc2ccccc2)Cc2ccc(C)o2)CC2CC2)cc1
→ -6 | -7 | /
[48] COc1ccc(S(=O)(=O)CC(=O)N2CCNC(=O)C2(C)C)cc1
→ 4 | / | -1
[49] O=C(CNS(=O)(=O)c1ccccc1)NNC(=O)c1ccc(Cl)cc1
→ 0 | 4 | 3
[50] CO[C@H]1CN(C(=O)NC2CCCCC2)[C@H]2Cc3c([nH]c4ccccc34)[C@@H]1C2
→ -3 | -9 | 13
[51] Cc1ccccc1NCC(=O)N/N=C\c1cc2ccccc2nc1Cl
→ -8 | / | 1
[52] Cc1noc(CSc2ccc(C(=O)Nc3cc(F)cc(F)c3)cc2)n1
→ -2 | / | 5
[53] C[C@@H](NC(=O)[C@@]1(O)C[C@@H](O)[C@H](O)[C@@H](NC(=O)NC2CCCCC2)C1)C(N)=O
→ -7 | -8 | -7
[54] CCO[C@H]1COC[C@@H]1NC(=O)CCc1c(C)nn(C)c1C
→ 27 | -11 | 14
[55] Cc1ccc(NC2(C(=O)N[C@@H]3C[C@@H](CO)N(C)C3)CCCCC2)cc1C
→ -5 | -15 | 3
[56] CSCCCNC(=S)Nc1ccc(N2CCOCC2)cc1
→ -4 | / | 8
[57] Cc1cn2c3c(=O)n(C)c(=O)n(C)c3nc2n1CC(C)C
→ -8 | / | 1
[58] c1cc(CN(Cc2ccsc2)CC2CCCO2)c2[nH]ccc2c1 (configuration not stated)
→ -5 | -12 | -7
[59] Cc1cc(C)nc(N=C(N)Nc2ccc(OCc3ccc(Cl)cc3)cc2)n1
→ -3 | / | -7
[60] Cc1noc(C)c1CNC(=O)C1(c2ccccc2)CCCC1
→ -8 | / | 0
[61] COc1cc(C2C(C(=O)c3cccs3)=C(O)C(=O)N2CCN2CCOCC2)cc(OC)c1OC (configuration not stated)
→ -5 | -5 | 9
[62] COc1ccc(F)c(CC2(CCC(=O)N3CCCCC3c3ccccn3)CCC(=O)N2)c1 (configuration not stated)
→ -8 | -13 | 3
[63] O=C(CCc1nnc(Cc2ccc(-c3ccccc3)cc2)o1)N1C[C@@H]2CCC[C@H]1C2
→ -3 | / | -1
[64] CN(CCCC1CCCO1)S(=O)(=O)NCc1ccccc1 (configuration not stated)
→ -7 | -14 | /
[65] Cc1ccc(C(=O)N2CCC(NC(=O)/C=C/c3ccccn3)CC2)cc1
→ -2 | -11 | 9
[66] CCN1CCOC(CNCc2ccc(S(C)(=O)=O)cc2)C1 (configuration not stated)
→ -10 | / | 5
[67] Cn1ncc([N+](=O)[O-])c1C(=O)Nc1ccc(Cl)cc1
→ -9 | / | -4
[68] CSCCC(=O)N1CCCCC(NC(=O)c2snnc2C)C1 (configuration not stated)
→ -7 | -3 | /
[69] COc1cc(C=NN=c2sc3ccccc3n2C)cc(Br)c1O
→ 0 | 0 | 7
[70] O=C(c1ccncc1)N1N=CCC1(O)C(F)F (configuration not stated)
→ -7 | / | 0
[71] Cc1[nH]nc(NC(=O)c2ccoc2)c1-c1cccc(Br)c1
→ -7 | / | -5
[72] O=C(Nc1cccc(C(F)(F)F)c1)c1cnc2n(c1=O)CCS2
→ -6 | / | -4
[73] Cc1c(C(C)NC(=O)Cc2ccc3c(c2)OCO3)cnn1-c1ccccn1 (configuration not stated)
→ 3 | / | -5
[74] O=C(Nc1cccc(-c2cccc(Cl)c2)c1)C1CCN(C(=O)CCn2cnnn2)CC1
→ -6&-9 | / | 2&-3
[75] CCOc1cccc2cc(C(=O)NC(C)=O)c(=Nc3ccccc3OC)oc12
→ -2 | -3 | -14

The list goes on:
Results follow in this order: hcGAS lum | mcGAS inh | NPYLR7 ag
[76] O=C(Oc1ccccc1)OC1CCOC2COC(c3ccccc3)OC21 (configuration not stated)
→ 8 | / | 3
[77] COCCN(Cc1ccc(OS(=O)(=O)c2cccc(C(F)(F)F)c2)cc1)C(=O)C(C)(C)C
→ -11 | -5 | 8
[78] CC(C)(C)C(=O)Nc1ccnn1C1CCN(C(=O)[C@@H]2C[C@H]2c2ccccc2)CC1
→ -3 | -5 | 4
[79] O=C(CCNC(=O)c1ccccc1)Nc1ccc2c(c1)OC(F)(F)O2
→ -7 | -6 | 6
[80] CC(C)COC(=O)N1[C@@H](c2ccco2)[C@@H](CO)C[C@]12CCCCNC2=O
→ 1 | -5 | 6
[81] CCCN(C(=O)CSc1nnc(-c2ccco2)o1)C1=CCCCC1
→ -3 | -5 | 5
[82] Cc1nn(CC(=O)NCC2CCCO2)c(C)c1[N+](=O)[O-] (configuration not stated)
→ 0 | -1 | -2
[83] CCOC(=O)CCN1C(=O)c2ccccc2S1(=O)=O
→ 1 | 0 | -6
[84] CCC1CN(CCC(=O)N(C)Cc2ccc(OC)c3ncccc23)Cc2cc(OC)ccc2O1 (configuration not stated)
→ 0&-6 | -10 | -5&26
[85] C=CCn1c(=O)c2c(nc3n(-c4ccccc4F)c(C)cn23)n(C)c1=O
→ -6 | / | 18
[86] COc1cc(OC)cc(-c2cc3c(Nc4cccc(S(C)(=O)=O)c4)nccc3n2C)c1
→ -6 | -7 | 7
[87] CC(NC(=O)C1CCN(c2ccc3nnc(C(F)(F)F)n3n2)CC1)C(=O)N1CCOCC1 (configuration not stated)
→ -7 | -14 | -6
[88] CCOC(=O)c1c(CN2CCC(C)CC2)n(-c2ccccc2)c2cc(Br)c(O)cc12
→ -2 | -3 | -4
[89] O=C(c1cccs1)N1CCN(Cc2cnn3cccnc23)CC1
→ -5 | -7 | /
[90] CC(C)CN(Cc1nccn1Cc1ccc(F)cc1)C(=O)c1ccc(Cl)cc1
→ 1 | -4 | 18
